NTR1 agonist: NTR1-driven beta-arrestin-GFP spot formation – imaging, U2OS cells, high content, primary screen (AID 493036). agonist mode. activation, % at 20 µM. hit rate 0.17% among 330,000;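 active = activation at or above 40% of the spot to cytoplasm intensity ratio, with at least 20 cells analyzed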;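 also: 0% = DMSO without peptide and 100% = 100 nM NTR1 peptide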
Target sequence (P30989 whole entry, looked up): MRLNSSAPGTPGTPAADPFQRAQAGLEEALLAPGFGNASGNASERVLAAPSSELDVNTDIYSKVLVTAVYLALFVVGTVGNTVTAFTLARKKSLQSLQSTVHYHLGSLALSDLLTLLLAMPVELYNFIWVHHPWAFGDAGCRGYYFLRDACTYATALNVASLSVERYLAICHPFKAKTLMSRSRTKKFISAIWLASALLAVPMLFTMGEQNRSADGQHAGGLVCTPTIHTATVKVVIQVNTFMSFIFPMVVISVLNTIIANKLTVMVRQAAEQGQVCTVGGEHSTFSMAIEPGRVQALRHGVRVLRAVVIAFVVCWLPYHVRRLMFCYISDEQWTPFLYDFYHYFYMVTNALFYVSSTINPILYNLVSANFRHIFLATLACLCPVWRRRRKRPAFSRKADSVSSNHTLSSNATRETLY
Autophagy mod: autophagy modulation, high-content screen | calls only at 10 µM (by protocol) | hit rate 0.98% among 190,000 | AID 463193 | MEF GFP-LC3 puncta imaging; test concentration mostly 10 µM;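 active = percentage of spot-positive cells more than 3 SD above its plate mean, without a fluorescence outlier flag or 80% toxicity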;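 also: spot-positive cell cutoff set from DMSO-treated cells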
GPR35 arrestin U2OS: inhibition of zaprinast-stimulated GPR35 beta-arrestin translocation – imaging, U2OS, beta-arrestin-GFP, zaprinast agonist, primary screen (AID 2058). one-dose inhibition, % at 10 µM; IC50 in µM for titrated hits. U2OS GPR35 beta-arrestin-GFP translocation imaging, zaprinast antagonism; higher % means a stronger effect. hit rate 0.052% among 290,000;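 active = inhibition of at least 50% with at least 30 cells and total cytoplasm GFP at most 10,000,000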
RSV CPE inhibition: inhibition of RSV-induced cytopathic effect – HEp-2 cells, primary 10 µM value included (AID 2391); HEp-2 cells, RSV-induced CPE inhibition; higher % means a stronger effect; one-dose CPE inhibition, % at 10 µM; IC50 in µM for titrated hits; hit rate 0.13% among 310,000; in the data active = a potency from the dose series; also: strong numbers were not always called active
WT yeast gro inh: growth inhibition of WT yeast, mitochondrial fusion screen | inhibition, % at 10 µM | mitochondrial fusion phenotypic screen, WT strain | AID 1362 | hit rate 2.1% among 190,000; in the data active = inhibition above about 58%; tested in S. cerevisiae
AID2073: disruptors of CaV2.2 binding to Mint1 – biochemical, HTRF (AID 2073). inhibition, % at 20 µM; hits with a dose series show IC50 in µM. hit rate 0.19% among 290,000. HTRF protein-protein interaction, Mint1-CaV2.2; higher % means a stronger effect; in the data active = inhibition mostly above about 51%, no sharp cut-off; also: some results filed as inactive read as strong as hits
LYP inhibition: PTPN22 lymphoid phosphatase activity blockers – biochemical, fluorescence intensity, uHTS (AID 1779). recombinant LYP phosphatase, fluorescence intensity; higher % means a stronger effect. inhibition, % at 11.5 µM; hits with a dose series show IC50 in µM. hit rate 0.054% among 290,000; in the data active = inhibition above about 50%;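 also: plate controls were vehicle with enzyme for no effect and no enzyme for full effect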
NS5 inhibitors: flavivirus cap methylation enzyme inhibition – biochemical, confirmation dose response, primary screen (AID 588689) | Dengue-2 NS5 methyltransferase capping enzyme assay, biochemical; higher % means a stronger effect | hit rate 0.3% among 340,000 | one-dose inhibition, % at 25 µM; IC50 in µM for titrated hits; in the data active = a potency from the dose series
K1F lysis inhibition: protection from phage-mediated lysis, alamar blue read-out – E. coli UTI89, K1F phage, bacterial capsule biogenesis inhibitors (AID 488966). E. coli UTI89 K1F phage lysis, alamar blue, 2 h; higher % means a stronger effect. inhibition, % at 100 µM; hits with a dose series show IC50 in µM. hit rate 0.02% among 340,000;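 active = phage lysis inhibition, versus mean bacterial control, above a set limit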;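 also: capsule biogenesis inhibitors block K1F phage lysis so surviving cells raise fluorescence; higher fluorescence means more inhibition of phage lysis; actives were called in the ten point dose series up to 300 µM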
WT yeast gro inh mutant strain: second read-out of WT yeast gro inh, no call of its own (marks repeat the call); inhibition, %; mitochondrial fusion phenotypic screen, mutant strain inhibition
Autophagy mod cell loss 18 h: recorded beside Autophagy mod, whose call it bears; toxicity, %; measured here: cell loss, nuclei count;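 cell loss after 18 h compound exposure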
NTR1 agonist cell count 20 µM: second read-out of NTR1 agonist, no call of its own (marks repeat the call); cell count; measured here: cell count, cytotoxicity flag
NS5 inhibitors pilot replicate: further read-out of NS5 inhibitors, marked with its call; inhibition, %; measured here: pilot screen replicate inhibition
Starred values were filed as active, the others as inactive; i = inactive; . = not tested or not shown; [ ] = remark or other dose.

SMILES	NTR1 agonist	NTR1 agonist cell count 20 µM	Autophagy mod	Autophagy mod cell loss 18 h	GPR35 arrestin U2OS	RSV CPE inhibition	WT yeast gro inh	WT yeast gro inh mutant strain	AID2073	LYP inhibition	NS5 inhibitors	K1F lysis inhibition	others
Nc1nnnn1/N=C/c1ccccc1OCc1ccc(Cl)cc1Cl	0.6	58	i	13	9%	-0.8%	-22	-13	5%	2%	-2%	7.7%
O=C(c1ccco1)N1CCN(S(=O)(=O)c2ccc(S(=O)(=O)NC3CCCC3)cc2)CC1	-0.4	39	i	1	-13%	-1.3%	-1	8	-1%	2%	1%	-0.1%
Cc1cccc(NCCC(=O)c2ccc(Br)cc2)c1	3.5	57	i	18	16%	-1.5%	1	-7	9%	-2%	-2%	0.1%
CC(C)(C)CC(=O)Nc1ccc(-c2nnc3n2CCCCC3)cc1	0.5	90	.	.	-11%	1.8%	.	.	17%	0%	-3%	-0.1%
COc1ccc(N(CC(=O)NC(C)c2ccccc2)S(=O)(=O)c2c(C)noc2C)cc1 (stereo not given)	1.9	56	.	.	33%	0.5%	.	.	6%	-9%	-5%	-0.3%
CC(C)c1nc2cc(C(=O)NC(c3cccnc3)C(F)(F)F)ccc2o1 (stereo not given)	-0.8	68	.	.	-18%	.	.	.	-8%	-10%	-19%	0.3%
Cn1c(NN)nc2c1c(=O)n(Cc1ccccc1)c(=O)n2C	1.0	80	.	.	-16%	1.4%	.	.	6%	-2%	14%	3.3%[50 µM]
O=C(Nc1ncccc1Cl)C1COc2ccccc2O1 (stereo not given)	0.9	40	i	-6	6%	0.6%	0	8	-4%	-10%	-1%	-0.3%
Cc1cc(C)cc(OCCNS(=O)(=O)c2cccs2)c1	2.2	89	i	-23	8%	-0.7%	-11	-24	-3%	-4%	-3%	0.8%
CC1(C)CC(=O)C2=C(C1)OC(=O)CC2c1cccs1 (stereo not given)	0.6	44	.	.	-4%	0.1%	.	.	9%	-6%	4%	0.2%
CCc1ccc2[nH]c(C(=O)Nc3ccc(F)cc3Br)cc2c1	1.6	83	.	.	-2%	3.4%	.	.	14%	-7%	-4%	0.2%
Cc1cccc(C)c1OCC(=O)Nc1ccc(S(=O)(=O)Nc2ccccn2)cc1	-1.2	36	i	-4	-6%	2.3%	-5	-6	5%	0%	0%	2.4%
COc1ccc(C(c2nnnn2CC2CCCO2)N2CCC(C(N)=O)CC2)cc1 (stereo not given)	0.8	97	i	-6	-16%	1.1%	-13	8	-2%	-6%	-9%	0.0%
CN(Cc1cnccn1)Cc1ccccc1OCC(O)CN1CCc2ccccc2C1 (stereo not given)	0.1	62	i	17	5%	-2.1%	12	15	14%	-8%	-1%	0.7%
CC(=O)c1ccc(NC2OC(CO)C(O)C(O)C2O)cc1 (stereo not given)	0.7	86	i	13	6%	1.7%	2	1	3%	-8%	-1%	2.8%
COc1cccc(N2CCN(C(=O)CC(C)(C)CC3=NS(=O)(=O)c4ccccc4N3)CC2)c1	1.5	70	.	.	5%	12%	.	.	2%	-8%	-4%	-0.2%
CN(C)c1ncnc2c1ncn2C1OC(CO)C(O)C1O (stereo not given)	2.0	34	i	24	8%	10%	.	.	-1%	-11%	-5%	0.0%
CCN(CC)CCNC(=O)c1ccc(Sc2ccc(Cl)cc2)c(NC(C)=O)c1	0.1	57	i	10	16%	-3.0%	2	6	10%	-2%	0%	2.9%
COc1ccc(NS(=O)(=O)c2cc(NC(=O)/C=C/c3cc(OC)c(OC)c(OC)c3)ccc2N2CCCCC2)cc1	0.5	40	i	6	-1%	4.6%	-4	-26	30%	8%	-5%	3.5%
CN(C(=O)c1cn2ccccc2n1)c1c(N)n(Cc2ccccc2)c(=O)[nH]c1=O	1.4	55	.	.	.	-0.7%	.	.	.	.	10%	1.7%[50 µM]

A draw from above in order of length of the SMILES, lowest first:
SMILES	NTR1 agonist	NTR1 agonist cell count 20 µM	Autophagy mod	Autophagy mod cell loss 18 h	GPR35 arrestin U2OS	RSV CPE inhibition	WT yeast gro inh	WT yeast gro inh mutant strain	AID2073	LYP inhibition	NS5 inhibitors	K1F lysis inhibition	others
O=C(Nc1ncccc1Cl)C1COc2ccccc2O1 (stereo not given)	0.9	40	i	-6	6%	0.6%	0	8	-4%	-10%	-1%	-0.3%
CC(=O)c1ccc(NC2OC(CO)C(O)C(O)C2O)cc1 (stereo not given)	0.7	86	i	13	6%	1.7%	2	1	3%	-8%	-1%	2.8%
Cn1c(NN)nc2c1c(=O)n(Cc1ccccc1)c(=O)n2C	1.0	80	.	.	-16%	1.4%	.	.	6%	-2%	14%	3.3%[50 µM]
CC(C)(C)CC(=O)Nc1ccc(-c2nnc3n2CCCCC3)cc1	0.5	90	.	.	-11%	1.8%	.	.	17%	0%	-3%	-0.1%
CN(Cc1cnccn1)Cc1ccccc1OCC(O)CN1CCc2ccccc2C1 (stereo not given)	0.1	62	i	17	5%	-2.1%	12	15	14%	-8%	-1%	0.7%
COc1ccc(C(c2nnnn2CC2CCCO2)N2CCC(C(N)=O)CC2)cc1 (stereo not given)	0.8	97	i	-6	-16%	1.1%	-13	8	-2%	-6%	-9%	0.0%
CCN(CC)CCNC(=O)c1ccc(Sc2ccc(Cl)cc2)c(NC(C)=O)c1	0.1	57	i	10	16%	-3.0%	2	6	10%	-2%	0%	2.9%
Cc1cccc(C)c1OCC(=O)Nc1ccc(S(=O)(=O)Nc2ccccn2)cc1	-1.2	36	i	-4	-6%	2.3%	-5	-6	5%	0%	0%	2.4%
O=C(c1ccco1)N1CCN(S(=O)(=O)c2ccc(S(=O)(=O)NC3CCCC3)cc2)CC1	-0.4	39	i	1	-13%	-1.3%	-1	8	-1%	2%	1%	-0.1%
COc1cccc(N2CCN(C(=O)CC(C)(C)CC3=NS(=O)(=O)c4ccccc4N3)CC2)c1	1.5	70	.	.	5%	12%	.	.	2%	-8%	-4%	-0.2%

More structures:
SMILES	NTR1 agonist	NTR1 agonist cell count 20 µM	Autophagy mod	Autophagy mod cell loss 18 h	GPR35 arrestin U2OS	RSV CPE inhibition	WT yeast gro inh	WT yeast gro inh mutant strain	AID2073	LYP inhibition	NS5 inhibitors	K1F lysis inhibition	others
CC(CN1CCCC1)OC(=O)c1ccc(Br)cc1 (stereo not given)	-1.8	83	.	.	-6%	1.2%	.	.	4%	-7%	3%	1.1%
O=C(O)c1ccc(/C=N/NC(=O)c2cc3c(ccc4ccccc43)o2)cc1	0.8	53	.	.	15%	15%	.	.	23%	20%	6%	0.2%
C=CCc1cccc(/C=N/NC(=O)CCC(=O)Nc2ccc(C)cc2)c1O	1.0	44	i	10	-20%	3.7%	-8	-17	14%	-8%	-6%	1.7%
CN(C)S(=O)(=O)c1ccc(C(=O)Nc2cccnc2)cc1	0.9	50	i	9	-4%	1.8%	-17	-12	3%	-8%	-2%	0.3%
O=C(COC(=O)Cc1c[nH]c2ccccc12)Nc1cccc2ccccc12	0.3	49	i	0	-4%	2.6%	-6	1	2%	-7%	1%	-0.4%
CCSC1(SCC)N=C(N)C2(C#N)C(c3ccccc3)NC(C)=C(C)C12C#N (stereo not given)	.	.	i	3	4%	.	7	3	-4%	-8%	5%	0.3%
OC(CNCCc1ccc(C(F)(F)F)cc1)COc1ccc2ccccc2c1 (stereo not given)	51*	70*	i	-4	10%	-1.4%	97	98	3%	-9%	.	-3.1%
CC(C)CC(=O)NNC(=O)c1ccc(Cl)cc1	-2.1	91	i	-28	-3%	1.7%	23	14	1%	-7%	-9%	0.0%
Cn1c(-c2ccccc2)cc2onc(-c3ccccc3)c2c1=O	10	102	.	.	.	4.8%	.	.	.	.	-18%	0.1%
CN(CC(=O)Nc1ccc(F)cc1)C(=O)c1ccc(-c2ccc(Cl)cc2)o1	2.7	57	.	.	10%	7.3%	.	.	12%	2%	-6%	0.0%
O=C(Nc1cccc(-c2cn3ccccc3n2)c1)c1cccc(Cl)c1	39	35	i	-18	-2%	21%	16	21	7%	-2%	-10%	0.2%
Cc1cccc(COCC(CC(C)C)N2CCN(C(=O)c3ccc(C(C)(C)C)cc3)CCC2=O)c1 (stereo not given)	19	98	i	12	-3%	-2.9%	84*	-9.5*	8%	9%	-6%	-0.2%
COC(=O)CN1C(=S)N(c2ccc(Cl)cc2)C(=O)C1CC(=O)Nc1ccccc1 (stereo not given)	0.4	56	i	-7	.	0.2%	-3	-1	-6%	-6%	1%	2.6%[50 µM]
CCCN1CCN(C(=O)c2oc3c(Cl)cccc3c2C)CC1	-0.3	52	.	.	-2%	2.0%	.	.	-4%	-5%	0%	-0.1%
COc1ccccc1NC(=O)CSCc1nc2ccccc2[nH]1	-1.8	57	i	10	0%	0.8%	-17	5	2%	3%	-5%	1.6%[50 µM]
CC(C)Cc1nc2oc3c(NCc4cccnc4)ncnc3c2c2c1CCC2	-0.3	88	i	-1	-1%	4.7%	-11	-2	24%	-1%	-4%	0.7%	NS5 inhibitors pilot replicate=4.9
Cc1ccc(NCc2ccc([N+](=O)[O-])s2)cc1	1.2	56	.	.	12%	5.4%	.	.	-4%	-11%	-5%	0.3%
CCOC(=O)N1CCN(CC(O)COCCC23CC4CC(CC(C4)C2)C3)CC1 (stereo not given)	3.4	63	i	4	10%	0.3%	60*	55*	-5%	-8%	-11%	-0.1%
Cc1cc2ncn(CCC(=O)NC3CCCC3)c2cc1C	-0.6	93	i	33	-8%	1.6%	-5	-8	-3%	-8%	.	.
CCn1c(O)c(N=NC(=O)c2ccc(CSc3nncn3C)cc2)c2ccccc21	2.5	42	i	-6	-4%	3.0%	-12	3	-3%	-5%	-1%	3.8%
Cc1ccc(-c2cccc(CN3CCN(C(C)C)C(CCO)C3)c2)o1 (stereo not given)	-2.4	68	i	25	6%	-1.4%	-12	-10	23%	-8%	-11%	0.1%
CC(=O)N1CCc2cc(Br)cc(S(=O)(=O)CCC(=O)Nc3c(C)n(C)n(-c4ccccc4)c3=O)c21	2.8	63	i	0	-5%	1.8%	-10	3	-15%	-4%	7%	0.2%
Cc1ccc(C(=O)NCCc2nnc3ccc(SCC(=O)NCc4ccc(F)cc4)nn23)cc1	0.4	52	.	.	6%	1.4%	.	.	14%	-11%	-1%	1.6%[50 µM]
COc1ccnc(Oc2ccc(F)cc2)c1C(=O)N/C=N/OCc1ccc(Cl)cc1Cl	9.4	40	i	-2	-13%	13%	0	-12	-2%	4%	-2%	0.2%
Cc1ccc(S(=O)(=O)CNC(=S)c2cccc(C)c2)cc1	-0.7	89	i	-17	-10%	0.0%	-3	-21	-4%	-10%	-2%	6.6%
Cn1c(=O)c2c(nc(NCc3ccc4c(c3)OCO4)n2Cc2ccc(F)cc2)n(C)c1=O	2.5	77	i	25	18%	-0.6%	16	17	1%	0%	4%	-0.2%	NS5 inhibitors pilot replicate=2.6
COc1ccc(N2CCN(S(=O)(=O)c3cnc[nH]3)CC2)cc1	0.4	60	.	.	-6%	-1.1%	.	.	12%	-4%	-7%	0.1%
Cc1cccc(C(C#N)c2nc3ccccc3nc2C(F)(F)F)c1 (stereo not given)	2.3	40	i	10	.	5.0%	.	.	.	.	-3%	0.7%[50 µM]
